IDH1 mut inh – IDH1 R132H (human) inhibition. O75874. IDH1 R132H reductase, diaphorase/resazurin fluorescence, 60 min. inhibition, % at 10 µM. hit rate 0.18% among 70,000; in the data active = inhibition above about 34%;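 also: 0% = DMSO and 100% = no enzyme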
Target sequence (O75874 whole entry R132H): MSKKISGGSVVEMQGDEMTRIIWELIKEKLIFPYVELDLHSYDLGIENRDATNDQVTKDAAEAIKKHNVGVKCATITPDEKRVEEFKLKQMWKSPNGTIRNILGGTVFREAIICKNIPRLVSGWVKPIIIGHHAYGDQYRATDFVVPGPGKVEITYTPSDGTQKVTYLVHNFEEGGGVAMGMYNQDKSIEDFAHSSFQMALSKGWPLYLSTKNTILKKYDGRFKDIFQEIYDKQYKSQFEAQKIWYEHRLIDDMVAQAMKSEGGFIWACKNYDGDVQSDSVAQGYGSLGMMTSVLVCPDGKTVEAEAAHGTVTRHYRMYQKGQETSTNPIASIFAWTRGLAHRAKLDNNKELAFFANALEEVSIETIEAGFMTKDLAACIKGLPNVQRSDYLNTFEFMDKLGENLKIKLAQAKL
PRC2 inh – inhibitors of human EZH2/PRC2 methyltransferase; PRC2 H3K27 methylation, DELFIA TRF, 1 h; inhibition, % at 12.5 µM; hit rate 0.35% among 57,000;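 active = mean inhibition of replicates at least 50% and every single replicate also reaching 50%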;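 also: dimethyl H3K27 on biotinylated H3 21-44 peptide detected by antibody; plate controls were median neutral control wells for no effect and median positive control wells for full effect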
Starred values were filed as active, the others as inactive; nt = no result given.

SMILES | IDH1 mut inh | PRC2 inh
COCCOC(=O)N1C(=O)[C@@]2(c3cc(C#CC4=CCCCC4)ccc31)[C@H](c1ccc(O)cc1)N1[C@H](c3ccccc3)[C@H](c3ccccc3)OC(=O)[C@H]1[C@@H]2C(=O)NC[C@H](O)c1ccccc1 | nt | -10
Cc1cc(S(=O)(=O)NC2CCCCC2)ccc1OCC(=O)O | -0.4 | 10
O=C(C[C@H]1C[C@@H]2c3cc(NC(=O)NC4CCCCC4)ccc3O[C@@H]2[C@@H](CO)O1)NCc1ccncc1 | 0.5 | 15
COC(=O)C[C@H]1C=C[C@@H](NS(=O)(=O)c2ccc(OC)cc2)[C@@H](CO)O1 | -0.2 | 10
O=C(CC1NC2CCCCC2NC1=O)Nc1ccccc1 (stereo not given) | 4.6 | nt
CCCN1C[C@H](C)[C@@H](OC)CN(C)C(=O)c2ccc(NC(=O)C3CCC3)cc2OC[C@H]1C | 0.1 | 3
C[C@@H]1CN([C@H](C)CO)C(=O)Cc2cc(NS(=O)(=O)c3ccc(Cl)cc3)ccc2O[C@@H]1CN(C)CC1CC1 | 0.9 | nt
COc1cccc(NC(=O)C(C)NS(=O)(=O)c2ccc(Br)cc2)c1 (stereo not given) | 0.3 | -10
O=C(CN1CCOCC1)N[C@H]1CC[C@H](CCNC(=O)Nc2cc(F)ccc2F)O[C@H]1CO | 0.0 | -4
Cc1noc(C)c1S(=O)(=O)N(C)C[C@H]1Oc2ccc(NS(=O)(=O)c3ccc(Cl)cc3)cc2CC(=O)N([C@H](C)CO)C[C@@H]1C | 0.4 | nt
C[C@@H]1CN([C@H](C)CO)C(=O)c2cc(NC(=O)Nc3ccc4c(c3)OCO4)ccc2O[C@@H](C)CCCCO[C@@H]1CN(C)S(=O)(=O)c1ccccc1 | 1.2 | nt
C[C@@H]1CN([C@@H](C)CO)C(=O)Cc2cc(NS(=O)(=O)c3cccs3)ccc2O[C@H]1CN(C)Cc1ccc(C(=O)O)cc1 | -0.1 | nt

Profiles from above. Values in the order: IDH1 mut inh | PRC2 inh
COC(=O)C[C@H]1C=C[C@@H](NS(=O)(=O)c2ccc(OC)cc2)[C@@H](CO)O1 is listed with -0.2 | 10
C[C@@H]1CN([C@H](C)CO)C(=O)Cc2cc(NS(=O)(=O)c3ccc(Cl)cc3)ccc2O[C@@H]1CN(C)CC1CC1 is listed with 0.9 | nt
C[C@@H]1CN([C@@H](C)CO)C(=O)Cc2cc(NS(=O)(=O)c3cccs3)ccc2O[C@H]1CN(C)Cc1ccc(C(=O)O)cc1 is listed with -0.1 | nt
COCCOC(=O)N1C(=O)[C@@]2(c3cc(C#CC4=CCCCC4)ccc31)[C@H](c1ccc(O)cc1)N1[C@H](c3ccccc3)[C@H](c3ccccc3)OC(=O)[C@H]1[C@@H]2C(=O)NC[C@H](O)c1ccccc1 is listed with nt | -10
Cc1cc(S(=O)(=O)NC2CCCCC2)ccc1OCC(=O)O is listed with -0.4 | 10

Continuation:
SMILES | IDH1 mut inh | PRC2 inh
Cc1noc(C)c1NC(=O)N(C)C[C@@H]1OCCCC[C@@H](C)Oc2ccc(NC(=O)c3ccccc3)cc2C(=O)N([C@H](C)CO)C[C@H]1C | 2.5 | nt
C[C@@H]1CN([C@@H](C)CO)C(=O)c2cc(N(C)C)ccc2O[C@@H](C)CCCCO[C@@H]1CN(C)C(=O)Nc1ccc2c(c1)OCO2 | nt | 3
O=C(C1=C[C@@H](c2ccc3c(c2)Cc2ccccc2-3)C[C@@H](OCc2ccc(CO)cc2)O1)N1CCN(Cc2ccc3c(c2)OCO3)CC1 | nt | -4
CC(C)NC(=O)Nc1ccc2c(c1)C(=O)N([C@H](C)CO)C[C@H](C)[C@@H](CN(C)S(=O)(=O)c1ccc(F)cc1)OCCCC[C@H](C)O2 | 2.3 | nt
C[C@@H]1CN([C@H](C)CO)S(=O)(=O)c2ccc(C#Cc3cccc(F)c3)cc2O[C@@H]1CN(C)S(=O)(=O)c1ccccc1F | 0.4 | -1
COc1ccc(NC(=O)CSc2nc3c(c(C(F)(F)F)n2)CCCC3)c([N+](=O)[O-])c1 | -0.5 | 37
CNC[C@H]1Oc2ccc(NS(=O)(=O)c3cn(C)cn3)cc2CC(=O)N([C@H](C)CO)C[C@H]1C | 3.5 | -4
O=C(C[C@H]1C[C@H]2c3cc(NC(=O)c4cccnc4)ccc3O[C@H]2[C@@H](CO)O1)NCc1cccnc1 | -0.8 | 8
O=C(C[C@@H]1C[C@@H]2c3cc(NC(=O)c4cccnc4)ccc3O[C@@H]2[C@H](CO)O1)NCCN1CCCCC1 | -0.1 | 1
Cc1ccc(S(=O)(=O)Nc2ccc3c(c2)C(=O)N([C@H](C)CO)C[C@H](C)[C@H](CN(C)C(=O)C2CCCCC2)OCCCC[C@H](C)O3)cc1 | 0.2 | nt
COc1ccc(CN(C)C[C@H]2Oc3ccc(NC(=O)NC(C)C)cc3C(=O)N([C@H](C)CO)C[C@@H]2C)cc1 | nt | -4
O=C(CSC1CC(=O)N(c2ccccc2)C1=O)Nc1ccc(Br)cc1 (stereo not given) | 0.1 | 8
C[C@H]1CCCCO[C@H](CN(C)C(=O)Nc2ccc(C(F)(F)F)cc2)[C@@H](C)CN([C@@H](C)CO)C(=O)c2cc(NC(=O)NC3CCCCC3)ccc2O1 | 1.1 | nt
CO[C@@H](CN(C)C(=O)c1ccc2c(c1)OCO2)[C@@H](C)CN([C@@H](C)CO)S(=O)(=O)c1ccc(C)cc1 | -0.2 | 1
C[C@@H]1CN([C@H](C)CO)C(=O)c2cc(NS(=O)(=O)c3ccc(F)cc3)ccc2O[C@H]1CN(C)Cc1ccc2c(c1)OCO2 | 1.6 | 8
COCC#Cc1ccc2c(c1)O[C@H](CN(C)CC1CCCCC1)[C@H](C)CN([C@H](C)CO)S2(=O)=O | -0.2 | -14
COc1ccccc1CNC(=O)C[C@@H]1C[C@@H]2c3cc(NC(=O)Nc4ccc(C(F)(F)F)cc4)ccc3O[C@@H]2[C@H](CO)O1 | 0.2 | -13
C[C@@H]1CN([C@H](C)CO)C(=O)c2cc(C3=CCCC3)cnc2O[C@@H]1CN(C)C(=O)c1cccnc1 | -17 | 3
C[C@@H]1CN([C@H](C)CO)C(=O)c2cccc(NC(=O)c3cnccn3)c2O[C@@H]1CN(C)Cc1ccc(Oc2ccccc2)cc1 | nt | -3
CN1CCN(C(=O)C[C@H]2C=C[C@@H](NC(=O)Cc3ccccn3)[C@H](CO)O2)CC1 | 0.2 | 0
CC(C)NC(=O)N(C)C[C@H]1Oc2c(NC(=O)NC3CCCCC3)cccc2C(=O)N([C@@H](C)CO)C[C@H]1C | 1.8 | nt
C[C@@H]1CN([C@H](C)CO)C(=O)c2cc(NS(=O)(=O)c3ccc(Cl)cc3)ccc2O[C@H]1CN(C)C(=O)NC1CCCCC1 | 1.4 | 6
COc1cc(OC)cc(-c2nnc(SCC(=O)Nc3cccc(Cl)c3Cl)o2)c1 | -0.5 | -15
CNC[C@H]1OCCCC[C@H](C)Oc2ccc(N(C)C)cc2C(=O)N([C@H](C)CO)C[C@@H]1C | -1.1 | -17
CNC[C@H]1Oc2ccc(NC(=O)Nc3cccc4ccccc34)cc2C(=O)N([C@H](C)CO)C[C@H]1C | -5.7 | -4
O=C(CCCCCC(=O)Nc1ccccc1O)N/N=C/c1cc(Br)c(O)c(Br)c1 | nt | 3
CC(C)CC#Cc1ccc2c(c1)O[C@H](CN(C)C(=O)NC(C)C)[C@H](C)CN([C@H](C)CO)S2(=O)=O | 1.8 | -5
COc1ccc(S(=O)(=O)N(C)C[C@@H]2Oc3cc(C4=CCCC4)ccc3S(=O)(=O)N([C@@H](C)CO)C[C@@H]2C)cc1 | -1.2 | 9
O=C(C[C@H]1CC[C@@H](NC(=O)c2ccc(F)cc2)[C@H](CO)O1)NCc1ccncn1 | 0.5 | 20
CN(C)Cc1cn(CC[C@H]2CC[C@@H](NC(=O)Nc3ccc4c(c3)OCO4)[C@H](CO)O2)nn1 | -0.3 | -1
COc1ccccc1-c1ccc2c(c1)O[C@H](CN(C)C)[C@H](C)CN([C@H](C)CO)S2(=O)=O | -0.4 | 0
C[C@@H]1CN([C@H](C)CO)C(=O)c2cc(NC(=O)Nc3ccc(F)cc3)ccc2O[C@H]1CN(C)C(=O)NC1CCCCC1 | 0.4 | -4
O=C(C[C@@H]1C[C@@H]2c3cc(NC(=O)C4CCOCC4)ccc3O[C@@H]2[C@H](CO)O1)NCc1ccccc1 | 0.1 | 3
COc1ccc(NC(=O)CN2c3cccc4cccc(c34)S2(=O)=O)c(OC)c1 | -0.4 | 0
COCC(=O)Nc1ccc2c(c1)OC[C@H](C)N(C(=O)C1CCCC1)C[C@@H](C)[C@H](OC)CN(C)C2=O | nt | 16
O=C(C[C@@H]1C=C[C@H](NS(=O)(=O)c2cccc(F)c2)[C@@H](CO)O1)N1CCCCC1 | 0.0 | 12
CC(C)NC(=O)Nc1cccc2c1O[C@H](CN(C)C(=O)Nc1ccc(F)cc1)[C@H](C)CN([C@@H](C)CO)C2=O | nt | -2
CC(Sc1nc2ccccc2[nH]1)C(=O)Nc1cccc(Cl)c1 (stereo not given) | 0.0 | 2
C[C@@H]1CN([C@@H](C)CO)C(=O)Cc2cc(NC(=O)Nc3ccc4c(c3)OCO4)ccc2O[C@H]1CN(C)S(=O)(=O)c1ccc(Cl)cc1 | -0.4 | nt
Cc1ccc(/C=N/NC(=O)CCCCCCC(=O)NO)o1 | 0.5 | 12
CN(C)CC(=O)N[C@H]1CC[C@@H](CCn2cc(C3CCCC3)nn2)O[C@H]1CO | 0.2 | 7
CNC[C@@H]1Oc2ccc(NC(=O)CCN3CCOCC3)cc2C(=O)N([C@@H](C)CO)C[C@@H]1C | 1.6 | 7
C[C@@H]1CN([C@@H](C)CO)C(=O)c2cc(-c3ccc(C#N)cc3)cnc2O[C@@H]1CN(C)C(=O)CN(C)C | -0.1 | -13
O=C(Nc1ccccc1C(=O)O)c1cc(S(=O)(=O)Nc2cccc(F)c2)ccc1Cl | 0.1 | 7
COC(=O)c1c(NC(=O)c2cc3ccccc3oc2=O)sc2c1C(C(=O)OC)CC2 (stereo not given) | 0.3 | 0
COCCNC(=O)C[C@H]1C[C@@H]2c3cc(NS(=O)(=O)c4ccc(F)cc4)ccc3O[C@@H]2[C@@H](CO)O1 | -0.1 | -10
CC(C)NC(=O)N(C)C[C@H]1Oc2cc(C3=CCCC3)ccc2S(=O)(=O)N([C@H](C)CO)C[C@H]1C | 2.4 | -37
C[C@H](CO)N1C[C@H](C)[C@@H](CN(C)Cc2cccnc2)Oc2ncc(-c3ccc(F)cc3)cc2C1=O | -0.3 | -6

As a working copy, part of the list above.
SMILES | IDH1 mut inh | PRC2 inh
COCCOC(=O)N1C(=O)[C@@]2(c3cc(C#CC4=CCCCC4)ccc31)[C@H](c1ccc(O)cc1)N1[C@H](c3ccccc3)[C@H](c3ccccc3)OC(=O)[C@H]1[C@@H]2C(=O)NC[C@H](O)c1ccccc1 | nt | -10
Cc1cc(S(=O)(=O)NC2CCCCC2)ccc1OCC(=O)O | -0.4 | 10
O=C(C[C@H]1C[C@@H]2c3cc(NC(=O)NC4CCCCC4)ccc3O[C@@H]2[C@@H](CO)O1)NCc1ccncc1 | 0.5 | 15

Later entries
SMILES | IDH1 mut inh | PRC2 inh
COc1ccccc1NC(=O)Nc1ccc2c(c1)OC[C@H](C)NC[C@@H](C)[C@H](OC)CN(C)C2=O | -0.1 | 5
COc1ccc(S(=O)(=O)N(C)C[C@H]2Oc3ccc(NC(=O)Nc4ccccc4)cc3C(=O)N([C@@H](C)CO)C[C@H]2C)cc1 | 1.3 | nt
CNC[C@H]1Oc2ccc(NS(=O)(=O)c3ccc(F)cc3)cc2C(=O)N([C@@H](C)CO)C[C@H]1C | 4.5 | 3
C[C@H]1CN([C@@H](C)CO)C(=O)c2cc(/C=C/c3ccccc3)cnc2O[C@@H]1CN(C)C(=O)Nc1ccccc1F | -1.5 | -3
Cc1noc(C)c1NC(=O)N[C@@H]1C=C[C@H](CC(=O)N2CCCCC2)O[C@H]1CO | 0.3 | -1
CC(=O)N(C)C[C@@H]1Oc2ncc(C#C[C@@H](C)O)cc2C(=O)N([C@H](C)CO)C[C@H]1C | -2.3 | -4
C[C@H](NC(=O)C[C@@H]1CC[C@@H](NC(=O)c2cccnc2)[C@H](CO)O1)c1ccccc1 | -0.5 | 7
O=C(CCc1ccccc1)CC(CCc1ccccc1)OC1OC(COC2OC(CO)C(O)C(O)C2O)C(O)C(O)C1O (stereo not given) | 1.7 | 49
C[C@H]1CN([C@@H](C)CO)S(=O)(=O)c2ccc(C#CC3(O)CCCC3)cc2O[C@H]1CN(C)C(=O)Cc1cccnc1 | 12 | 15
C[C@@H]1CN([C@@H](C)CO)C(=O)c2cccc(NS(=O)(=O)c3ccccc3)c2O[C@H]1CN(C)CC1CC1 | nt | -4
COc1ccc(C)cc1S(=O)(=O)N(C)CC(=O)NC1CC1 | -0.2 | 2
CO[C@H](CN(C)S(=O)(=O)c1cccc(Cl)c1)[C@@H](C)CN(C(=O)Nc1ccccc1F)[C@@H](C)CO | 0.0 | -11
CCCc1cn(CC[C@@H]2CC[C@@H](NC(=O)Nc3ccccc3F)[C@@H](CO)O2)nn1 | 0.2 | -3
CC(C)NC(=O)N(C)C[C@H]1OCc2ccccc2-c2ccccc2C(=O)N([C@@H](C)CO)C[C@@H]1C | -0.4 | 11
COc1ccc(S(=O)(=O)Nc2ccc3c(c2)C(=O)N([C@@H](C)CO)C[C@@H](C)[C@@H](CN(C)S(=O)(=O)c2ccc(OC)cc2)OCCCC[C@H](C)O3)cc1 | -1.0 | nt
Cc1nc(SCc2csc(C)n2)c2c3c(sc2n1)CCCC3 | 0.0 | 26
Cc1noc(C)c1S(=O)(=O)N(C)C[C@H]1OCc2cnnn2CCCC(=O)N([C@H](C)CO)C[C@H]1C | 0.7 | nt
CCNC(=O)C[C@@H]1CC[C@@H](NC(=O)NC2CCCCC2)[C@H](CO)O1 | 0.1 | -1

Bioassay records: PubChem, Broad Institute

The list is partial (hit frequency here may not be typical).
